S3 lipid droplet – qHTS Assay for Lipid Storage Modulators in Drosophila S3 Cells; Drosophila S3 cells, BODIPY lipid droplet fluorescence, 18-24 h; cells fed with added oleic acid; Potency in µM for hits, for the others lipid storage change, negative = inhibition, % at the top dose, mostly 46.1 µM; actives 0.64% (n = 320,000); AID 2685; active means well fitted inhibition curve with a large enough effect in the signal ratio, with a control signal flat, not every such curve was filed as active; inconclusive means small, poorly fitted or top-dose-only effect, or effect the other way, or a change in a side signal; the % refers to the signal ratio
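Laser-scanning cytometry quantifies lipid droplet accumulation (500–530 nm total intensity; droplet/cell object ratio) in oleic acid-fed (400 uM added) Drosophila S3 cells treated with a concentration series. 20 uM Triacsin C defined 100% inhibition.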
S3 lipid droplet cell count max – recorded beside S3 lipid droplet, whose call it bears; cell number change, %; measured here: cell count max response;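 cells counted by Cell Tracker Red CMTPX staining in the red channel; peak over a dose series mostly up to 46.1 µM; percent activity relative to internal control wells on each plate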
Starred values were filed as active, the others as inactive; i = inactive; ? = inconclusive; . = not tested or not shown. On the % scale 0 is the no-effect control and ±100 the full control effect; potency means the concentration at half of the fitted maximal effect.

SMILES	S3 lipid droplet	S3 lipid droplet cell count max
Cc1ccccc1NC(=O)c1ccc2c(c1)C(=O)N(CCC(C)C)C2=O	?	.
O=c1cc(O)c2c(=O)n(C3CCCCC3)c3ccccc3c2o1	?	.
CN(C)CCCNC(=O)C(=O)NCC1OCCN1S(=O)(=O)c1cccs1 (stereo not given)	-21%	2
COc1ccc(NC(=O)CSCC(=O)Nc2cc(Cl)ccc2N2CCCC2)cc1	?	.
CCCCCCc1ccc(N2C[C@H](CCCCC)[C@@H](CC(=O)NCc3ccc(OC)cc3)C2=O)cc1	?	.
COc1ccc(Cn2c(S(=O)(=O)CC(N)=O)nc3ccccc32)cc1[N+](=O)[O-]	2%	-2
CCOC(=O)C1CCN(S(=O)(=O)Cc2ccccc2)CC1	?	.
O=C(Nc1ccn(Cc2c(F)c(F)cc(F)c2F)n1)c1ccc(COc2ccc(Cl)cc2Cl)o1	i	27
COCCCN=C1NN=C(c2cc(C)n(-c3ccccc3)c2C)CS1	?	.
CCOC(=O)C(CCCOc1cccc(OC)c1)C(=O)OCC	0%	-10
Cc1ccc(NC(=O)COc2ccccc2CNC(C)(C)CC(C)(C)C)cc1	i	-14
O=C(CSCc1c(Cl)cccc1Cl)NCc1ccco1	1%	-18
O=C1c2cc(F)ccc2OC2(CCNCC2)C12CC(c1ccccc1)=NO2 (stereo not given)	22%	-1
O=c1cc(O)c(-c2ccc(Cl)cc2)c(Cl)[nH]1	11%	30
COc1ccc(NC(=O)C(NC(C)=O)C(=O)NCc2ccccc2Cl)cc1 (stereo not given)	i	.
COC(=O)c1cccc(S(=O)(=O)N2CCC(C)CC2)c1	i	4
Cn1c(SCC(=O)NCC2CCCO2)nnc1-c1ccc(S(=O)(=O)N2CCCC2)cc1 (stereo not given)	4%	.
O=C(NCCc1ccccn1)c1cccnc1Oc1ccc(Cl)cc1	2%	.
Cc1nc2cc(C(F)(F)F)ccc2n1C1CCN(CC(=O)N2CCCC2)CC1	-3%	-9
O=C(Nc1cccc(C(=O)O)c1)/C(=C\c1ccc2c(c1)OCO2)NC(=O)c1ccccc1	?	.

An excerpt of these results, field by field.
> CCOC(=O)C1CCN(S(=O)(=O)Cc2ccccc2)CC1
  S3 lipid droplet: ?
  S3 lipid droplet cell count max: .

> CN(C)CCCNC(=O)C(=O)NCC1OCCN1S(=O)(=O)c1cccs1 (stereo not given)
  S3 lipid droplet: -21%
  S3 lipid droplet cell count max: 2

> O=c1cc(O)c(-c2ccc(Cl)cc2)c(Cl)[nH]1
  S3 lipid droplet: 11%
  S3 lipid droplet cell count max: 30

Remaining list, next part:
SMILES	S3 lipid droplet	S3 lipid droplet cell count max
Cc1ccsc1C(=O)N1CCCC(N2CCN(c3cccc(Cl)c3)CC2)C1 (stereo not given)	-13%	14
Cc1cc(C)c(C(=O)N(CCN(C)C)CC2CCCN(Cc3ccccc3F)C2)o1 (stereo not given)	2%	-8
O=C(CN(Cc1ccccc1)C(=O)CNS(=O)(=O)c1ccc(Cl)cc1)NCC1CCCO1 (stereo not given)	?	.
Cc1ccc2nc(N3CCN(S(=O)(=O)c4ccc5c(c4)OCCO5)CC3)c(C#N)cc2c1	0%	8
NS(=O)(=O)c1cccc(NC(=S)NCc2ccc3c(c2)OCO3)c1	?	.
O=C(NN=C1CCCCCC1)c1c[nH]c2ccccc12	0%	-12
Cc1cc(C)cc(NC(=O)CN2CCN(CCN=CC3=C(O)CC(c4ccc(Cl)cc4)CC3=O)CC2)c1 (stereo not given)	7%	9
CS(=O)(=O)N(CC(=O)Nc1ccccc1-c1ccccc1)c1cccc(F)c1	-6%	.
CCOc1ccc(NC(=O)CC2C(=O)N(c3cccc(OC)c3)C(=O)N2C(C)C)cc1 (stereo not given)	10%	-1
CCn1cc(Br)c(C(=O)Nc2cccc(Cl)c2)n1	11%	-15
COc1ccc(NC(=O)CSc2cccc3cccnc23)c(OC)c1	?	.
CCOC(=O)N1CCN(C(=O)Cn2c(=O)sc3ccccc32)CC1	?	.
CCOC(=O)/C(C#N)=C1/SC(CCO)C(=O)N1c1ccccc1 (stereo not given)	3%	1
c1ccc(C2[C@H]3CN(Cc4cccnc4)[C@H](c4ccccc4)C34CC2(c2ccccc2)C4)cc1 (stereo not given in full)	-7%	1
COc1ccc2c(ccc[n+]2CC(=O)c2ccccc2)c1	-3%	2
Cc1ccc(Oc2ccccc2/C=C2\SC(=O)N(C)C2=O)cc1	?	.
O=C(CSc1nnnn1-c1ccccc1)NC(=O)Nc1ccc2c(c1)OCCO2	?	.
COc1ccccc1-c1c(C(F)(F)F)oc2cc(OCC(=O)Nc3ccccc3C(F)(F)F)ccc2c1=O	?	.
COc1ccc(NS(=O)(=O)c2cc(OC)ccc2NC(=O)c2cc(C)oc2C)cc1	-2%	-20
Cc1cccc(NC(=O)N2CCCC2C(=O)NCc2cccs2)c1 (stereo not given)	?	.
C=CCN1C2CCCC1CC(NC(=S)Nc1cccc(OC)c1)C2 (stereo not given)	-7%	-18
C=CCOc1ccc(/C=C/C(=O)OCC(=O)N(C)CC(=O)Nc2ccc(F)cc2)cc1	?	.
CC(/C=C/c1ccc(N(C)C)cc1)=N\N=C1\NC(=O)CC(C(=O)Nc2ccccc2)S1 (stereo not given)	?	.
CSCCC(Nc1ccc(S(=O)(=O)N2CCOCC2)cc1[N+](=O)[O-])C(=O)OCC(=O)N(C(C)C)C(C)C (stereo not given)	?	.
Cc1ccc(S(=O)(=O)N=Nc2c(O)[nH]c3ccccc23)cc1	?	.
O=C(Nc1ccc(Cl)cn1)c1ccccc1F	?	.
O=C(NCC1CCCO1)c1ccc[nH]1 (stereo not given)	?	.
Cc1ccc(S(=O)(=O)c2cc(C#N)c(=O)[nH]c2N)cc1	?	.
S=c1[nH]cnc2scc(-c3ccccc3)c12	-7%	-4
O=C(N/C(=C\c1ccc([N+](=O)[O-])cc1)C(=O)N1CCCCC1)c1ccc(Br)o1	?	.
COc1ccccc1OCCCC(=O)Nc1nccs1	?	.
N#CC1(NC(=O)COc2ccc(S(=O)(=O)N3CCCC3)cc2[N+](=O)[O-])CCCCC1	0%	-3
O=C(Nc1ccccc1C(=O)N/N=C/c1ccco1)c1ccccc1Cl	-2%	-11
O=C(c1ccccc1)N1CCN(C(=O)c2ccccc2Br)CC1	-1%	1
O=C(O)/C=C/c1ccc(S(=O)(=O)N(CCO)CCO)cc1	?	.
CC(Oc1ccc(C(C)(C)C)cc1)C(=O)NC1CC(C)(C)NC(C)(C)C1 (stereo not given)	23%	.
CCN(CC)CCCNC(=S)N1CCn2c(nc3ccccc32)C1	-7%	1
O=C(NCc1ccccc1F)c1ccc2ccccc2n1	-1%	15
Cc1ccc(-c2cc(-c3cccs3)[nH]n2)c(O)c1	?	.
COc1ccc(/C=C/C(=O)OCC(=O)N2CCCC2)c(OC)c1	?	.
Cc1ccc(CN2C(=O)CSC2c2ccccc2F)cc1 (stereo not given)	?	.
COc1cc(-c2nc3ccc(N4CCN(C)CC4)cc3[nH]2)cc(OC)c1OC	?	.
CC(=O)Nc1ccc(/C=N/NC(=O)c2cc(-c3ccco3)nc3ccccc23)cc1	1%	3
CCOc1ncccc1C(=O)Nc1ccc(-c2ccc3nnc(C)n3n2)cc1	0%	8
CC(=O)N1CCc2cc(S(=O)(=O)NC3CCCc4ccccc43)ccc21 (stereo not given)	?	.
CCOC(=O)CN1C(=O)/C(=C/c2c(F)cccc2Cl)Oc2ccccc21	2%	1
c1ccc2c(c1)CCCN2c1nc(N2CCOCC2)nc(N2CCOCC2)n1	13%	7
Cc1ccnc(Nc2nc(-c3ccc(Cl)cc3)cs2)c1	?	.
O=C(CCl)N1CCN(S(=O)(=O)c2ccc3c(c2)CCC3)CC1	?	.
CCOc1ccc2nc(NC(=O)C3CSC4(C)CCC(=O)N34)sc2c1 (stereo not given)	i	-6
Cc1cc(C)c(C(=O)CSc2n[nH]c(-c3ccncc3)n2)c(C)c1	?	.
Cc1cc(C)n(-c2nc(O)cc(=O)[nH]2)n1	6%	17
CCOc1ccc(NC(=S)N2CCN(S(=O)(=O)c3ccc(OC)cc3)CC2)cc1	?	.
CC(C)OC(=O)C(C)Nc1n[nH]c(=S)[nH]c1=O (stereo not given)	6%	-3
CCc1nc(SCc2nc3ccccc3[nH]2)c2oc3ccccc3c2n1	?	.
Cc1cccc(-c2c(NC(=O)c3ccco3)oc3ccc(Cl)cc3c2=O)c1	?	.
COc1ccc(C(CC(=O)O)NC(=O)COc2ccccc2)cc1 (stereo not given)	7%	-2
CCOc1ccc(NC(=O)CN(c2cc(C)cc(C)c2)S(=O)(=O)c2c(C)noc2C)cc1	-7%	2
N#Cc1c(N2CCCCC2)nc(N)c2c(N)nc3c(c12)CC(CCl)O3 (stereo not given)	?	.
CC/C(=N\NC(=O)c1ccccc1Cl)c1ccc(Br)s1	?	.

Continued, starting with the last 4 of the part before.
SMILES	S3 lipid droplet	S3 lipid droplet cell count max
COc1ccc(C(CC(=O)O)NC(=O)COc2ccccc2)cc1 (stereo not given)	7%	-2
CCOc1ccc(NC(=O)CN(c2cc(C)cc(C)c2)S(=O)(=O)c2c(C)noc2C)cc1	-7%	2
N#Cc1c(N2CCCCC2)nc(N)c2c(N)nc3c(c12)CC(CCl)O3 (stereo not given)	?	.
CC/C(=N\NC(=O)c1ccccc1Cl)c1ccc(Br)s1	?	.
O=C1Nc2ccc(F)cc2C12Nc1ccccc1-c1nnc(SCc3ccccc3Cl)nc1O2 (stereo not given)	?	.
CC12CN3CC(C)(CN(C1)C3c1ccc(Cl)cc1Cl)C2O (stereo not given)	?	.
CCOC(=O)c1[nH]c(C)c(C(=O)N2CCCC(Nc3ccc(C)c(C)c3)C2)c1C (stereo not given)	i	0
CC(C)(C)n1nnnc1C(c1cccs1)N1CCN(c2ccccc2)CC1 (stereo not given)	?	.
COC(=O)c1ccccc1NC(=O)CSc1ccccc1	?	.
Cc1ccc(C(=O)NCc2ccccc2)c(F)c1F	1%	16
O=C1c2ccccc2C(Nc2ccc(S(=O)(=O)N3CCCCC3)cc2)N1Cc1ccco1 (stereo not given)	-4%	0
COc1ccc(C(=O)O/N=C(/C)c2cccs2)cc1	1%	-28
O=C1c2ccccc2C(=O)N1CC(O)Cn1nnc2ccccc21 (stereo not given)	?	.
CC(=O)N(c1ccc(Br)cc1)C1C=CS(=O)(=O)C1 (stereo not given)	?	.
CCc1c(O)nc2sc3ccccc3n2c1=O	?	.
CN(C)CCn1ccc(O)c(Cc2ccc(Cl)cc2)c1=O	-1%	7
O=C(O)c1cc(NC(=O)c2ccc3c(c2)C(=O)N(Cc2ccccc2)C3=O)cc(C(=O)O)c1	?	.
O=S(=O)(NCc1ccccn1)c1ccc(Br)s1	40%	-1
COc1ccc2cc(/C=N/NC(=O)CSCc3ccc([N+](=O)[O-])cc3)c(Cl)nc2c1	-20%	-2
Cc1cc(C)c2nc(SCC(=O)NCC3CCCO3)c(C#N)cc2c1 (stereo not given)	0%	0
Cc1cc(C=O)c(C)n1-c1ccc(NC2CCCCC2)c([N+](=O)[O-])c1	?	.
CCOc1ccc(NS(=O)(=O)c2ccc(C(=O)N(C)CC(=O)Nc3ccc(OC)cc3)cc2)cc1	?	.
O=C(c1cc(N2C(=O)C3C4CCC(C4)C3C2=O)ccc1Cl)N1CCCCCC1 (stereo not given)	15%	.
COc1c(-c2ccccc2)oc2c(ccc3occc32)c1=O	?	.
C=CCN1C(=O)c2ccc(C(=O)N3CCN(S(=O)(=O)c4cc(C)ccc4C)CC3)cc2C1=O	i	.
Cc1cc(C(=O)OCC(=O)N(CC(C)C)c2c(N)n(Cc3ccccc3)c(=O)[nH]c2=O)c2ccccc2n1	?	.
CC(=O)N1CCOCCOCCN(C(C)=O)CCOCC1	0%	-8
Cc1cc(C(=O)NC(C)C2CCCO2)c(C)o1 (stereo not given)	i	9
NS(=O)(=O)c1ccc2c(c1)oc(=O)c1cc(S(N)(=O)=O)ccc12	0%	-1
COc1cc(NC(=O)COC(=O)C=C(C)C)c(C)cc1[N+](=O)[O-]	?	.
CCCCC(C(=O)O)C(C)CC(=O)Nc1cccc(C(=O)O)c1 (stereo not given)	-6%	-2
O=C(O)c1ccc(/C=N/O)cc1	11%	3
O=C(Nc1ccccc1N1CCOCC1)c1ccc(Br)o1	?	.
C(=N\NCc1ccccc1)/c1ccc2nccnc2c1	4%	0
O=C(O)c1ccc(NS(=O)(=O)c2cc(Cl)sc2Cl)cc1	?	.

Profiles as entered above:
O=C(Nc1ccccc1N1CCOCC1)c1ccc(Br)o1 is listed as S3 lipid droplet: ?; S3 lipid droplet cell count max: .
Cc1cc(C(=O)OCC(=O)N(CC(C)C)c2c(N)n(Cc3ccccc3)c(=O)[nH]c2=O)c2ccccc2n1 is listed as S3 lipid droplet: ?; S3 lipid droplet cell count max: .

Source: PubChem

Only part of the results is shown; count on the stated rates, not on these rows.
